Assay outcomes as filed in PubChem.
mIDH1 inhibitor: inhibitors of human mutant IDH1 R132H; IDH1-R132H enzyme, NADPH consumption, diaphorase/resazurin fluorescence; 390,000 compounds, 0.093% hits; O75874; Potency, µM (series often up to 76.6 µM), for the others: top-dose activity change, negative = inhibition, usual class: inhibitors; further: potency means the concentration at half of the fitted maximal effect; on the % scale 0 is the no-effect control and ±100 the full control effect; nearly all actives have a fitted effect of over 65% in size
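IDH1-R132H (0.5 ug/mL dispensed) in pH 7.5 Tris buffer was preincubated 30 min with compound, then given a substrate mix of 0.016 mM NADPH and 2 mM alpha-KG for 80 min at room temperature; remaining NADPH was read by diaphorase/resazurin fluorescence.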
Vif-APOBEC3G blk: inhibitors of Vif-APOBEC3G interaction | Q9HC16 | HeLa A3G-eYFP + Vif (tagged APOBEC3G with the HIV-1 protein that degrades it), YFP fluorescence, overnight | Potency, µM (highest dose often 46.1 µM), for the others: top-dose activity, negative = active, usual class: inhibitors | 410,000 compounds, 0.076% hits;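 further: potency means the concentration at half of the fitted maximal effect; on the % scale 0 is the no-effect control and ±100 the full control effect; nearly all actives have a fitted effect of over 60% in size; hits raise eYFP signal because A3G escapes Vif-driven loss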
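HeLa cells stably expressing Vif and C-terminally eYFP-tagged A3G, seeded overnight at 37 deg C, then exposed to compound by pintool overnight at 37 deg C. Rise in yellow fluorescence (Ex 488/Em 500-530, Acumen) marks blocked Vif-driven A3G degradation.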
TrxR1 substrate: rat thioredoxin reductase 1 substrate activity | Potency, µM (top dose mostly 114 µM), for inactives: at the highest dose activity change, negative = substrate turnover | AID 588456 | purified TrxR1 substrate turnover, NADPH consumption readout | O89049 | 390,000 compounds, 0.01% hits; further: potency means the concentration at half of the fitted maximal effect; on the % scale 0 is the no-effect control and ±100 the full control effect; nearly all actives have a fitted effect of over 50% in size
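Rat TrxR1, dispensed at 90 nM, was prereduced with 400 uM NADPH (final) for 5 min at ~22 deg C, then incubated with compound 15 min before 400 uM selenite. A first-read NADPH fluorescence drop versus no-compound background flagged substrates.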
TrxR1 inh: inhibitors of rat thioredoxin reductase 1. O89049. recombinant rTrxR1, NADPH fluorescence consumption, selenite substrate. Potency, µM (titrated, usually from 114 µM), inactives show top-dose activity change, negative = inhibition, most hits filed as inhibitors. 390,000 compounds, 1% hits. AID 588453; further: potency means the concentration at half of the fitted maximal effect; on the % scale 0 is the no-effect control and ±100 the full control effect; nearly all actives have a fitted effect of over 65% in size
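Rat TrxR1 (90 nM in the dispensed reagent) was pre-reduced with 400 uM NADPH for 5 min at room temperature, then incubated with compound for 15 min. After 400 uM selenite was added, NADPH fluorescence (Ex 340/Em 450 nm) was followed for 8 min.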
Vif-A3F inh: Vif-A3F binding inhibition | HeLa A3F-eYFP + Vif (tagged APOBEC3F with the HIV-1 protein that degrades it), YFP fluorescence increase | Potency, µM (doses to about 46.1 µM), for inactives: top-dose activity, negative = active | 390,000 compounds, 0.2% hits | AID 602313; further: potency means the concentration at half of the fitted maximal effect; % of control where 0% means no effect; nearly all actives have a fitted effect of over 65% in size
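HeLa cells stably expressing Vif plus C-terminally eYFP-tagged A3F were seeded, incubated overnight at 37 deg C, dosed with compound, incubated overnight again at 37 deg C. Yellow fluorescence (Ex 488/Em 500-530) reported blocked Vif-mediated A3F-eYFP degradation.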
USP1 inh: USP1/UAF1 (human) deubiquitinase inhibition. O94782. recombinant USP1/UAF1, Ub-Rhodamine cleavage fluorescence. Potency, µM (doses to about 57.1 µM), inactives show top-dose activity change, negative = inhibition, most hits filed as inhibitors. 390,000 compounds, 0.23% hits. AID 743255; further: potency means the concentration at half of the fitted maximal effect; on the % scale 0 is the no-effect control and ±100 the full control effect; nearly all actives have a fitted effect of over 60% in size; inactives centre near -12
Target sequence (O94782 whole entry, looked up): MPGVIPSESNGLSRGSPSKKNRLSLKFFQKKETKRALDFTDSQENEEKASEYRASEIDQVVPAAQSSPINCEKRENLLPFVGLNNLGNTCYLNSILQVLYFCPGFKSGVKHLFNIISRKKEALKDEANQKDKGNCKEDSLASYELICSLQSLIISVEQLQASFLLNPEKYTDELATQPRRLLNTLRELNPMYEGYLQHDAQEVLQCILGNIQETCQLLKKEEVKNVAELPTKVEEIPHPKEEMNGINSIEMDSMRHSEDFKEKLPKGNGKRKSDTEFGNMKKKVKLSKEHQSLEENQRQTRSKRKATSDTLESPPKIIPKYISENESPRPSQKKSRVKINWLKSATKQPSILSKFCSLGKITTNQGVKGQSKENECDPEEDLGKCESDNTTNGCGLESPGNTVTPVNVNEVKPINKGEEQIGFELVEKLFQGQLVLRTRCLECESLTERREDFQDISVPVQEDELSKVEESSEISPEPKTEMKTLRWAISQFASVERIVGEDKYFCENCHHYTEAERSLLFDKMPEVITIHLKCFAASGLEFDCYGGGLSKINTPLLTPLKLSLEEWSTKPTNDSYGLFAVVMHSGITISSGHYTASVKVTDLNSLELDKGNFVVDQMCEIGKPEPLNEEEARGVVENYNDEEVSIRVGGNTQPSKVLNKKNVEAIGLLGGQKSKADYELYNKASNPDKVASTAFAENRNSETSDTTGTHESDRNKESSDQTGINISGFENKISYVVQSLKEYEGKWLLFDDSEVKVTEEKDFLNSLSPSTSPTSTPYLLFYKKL
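1 nM enzyme complex + cpd, 15 min RT; start with Ub-Rho 150nM final; kinetic fluorescence ex 480/em 540, 6 reads q60 s. Buffer 50mM HEPES pH 7.8, 0.5mM EDTA, 0.1 mg/ml BSA, 1mM TCEP, 0.01% Tween-20.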
LDHA inh: blocks human lactate dehydrogenase A; AID 1347041; purified LDHA, NADH/diaphorase-resazurin fluorescence; active compounds read low; 480,000 compounds, 0.15% hits; activity change, % (values are at about 110 or 230 µM); P00338; in the data active means activity change below about -30%; inconclusive means mostly about -25% to -30%;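 further: plate controls were DMSO wells for no effect and wells without enzyme for full effect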
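Enzyme activity of human lactate dehydrogenase 5 (2 nM; 0.06 mM NADH, 0.2 mM pyruvate, 5 min, RT) is measured via a resazurin/diaphorase fluorescence readout of residual NADH.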
Glioma ERSR ind: ER stress response induction in glioma; U87-MG GRP78 promoter luciferase reporter, 16 h; Potency, µM, for the others: top-dose activation, actives largely listed as activators; 420,000 compounds, 0.02% hits; AID 602332; further: potency means the concentration at half of the fitted maximal effect; series mostly up to about 76 µM; % of control where 0% means no effect; nearly all actives have a fitted effect of over 35% in size
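Stably transfected U87-MG glioma cells carrying a GRP78-based luciferase sensor; 16 h compound incubation. Luminescence end-point read 10 min after Bright-Glo addition at room temperature.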
RGS4 inh: blocks human RGS4-accelerated GTP hydrolysis | 390,000 compounds, 0.039% hits | Potency, µM (top dose mostly 114 µM), without a hit: at the highest dose activity change, negative = inhibition, hits mostly inhibitors | Transcreener GDP fluorescence polarization, RGS4-accelerated GTP hydrolysis | P49798; further: potency means the concentration at half of the fitted maximal effect; on the % scale 0 is the no-effect control and ±100 the full control effect; nearly all actives have a fitted effect of over 75% in size; some results filed as inactive show a strong effect at the top dose
Target sequence (P49798 whole entry, looked up): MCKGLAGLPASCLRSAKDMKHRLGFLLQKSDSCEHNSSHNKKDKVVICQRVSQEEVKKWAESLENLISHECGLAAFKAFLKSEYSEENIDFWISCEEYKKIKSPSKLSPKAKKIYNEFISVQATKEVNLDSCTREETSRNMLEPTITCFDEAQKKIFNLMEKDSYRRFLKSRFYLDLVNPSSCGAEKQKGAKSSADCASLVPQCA
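MLSMR compounds (23 nl, pin-transferred) preincubated 10 min at room temperature with a 500nM (2x) first reagent, then RGS4 at 900nM (2x) plus Transcreener GDP mix added; fluorescence polarization (620/688 nm) read before and after 90 min at 30 °C.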
The depositor's hits bear a star; ? = inconclusive; [ ] = remark or other dose. Unless noted, the call rests on the fitted dose curve; in most records, active means well fitted curve in the direction sought with a large enough effect; inconclusive means small, poorly fitted or top-dose-only effect, or another doubt; inactive means no such curve, though single readings can be large; an effect the other way counts as inactive or inconclusive. This is a subset, so the mix of outcomes need not match the whole.

Start of the data: the first 2 entries as a preview:
SMILES	mIDH1 inhibitor	Vif-APOBEC3G blk	TrxR1 substrate	TrxR1 inh	Vif-A3F inh	USP1 inh	LDHA inh	Glioma ERSR ind	RGS4 inh
CC(=O)Nc1ccc(NC(=O)N(c2ccccc2)c2ccccc2)cc1	1%	4%	3%	22%	-19%	-20%	1	-9%	0%
COc1ccccc1/C=C/C(=O)OCCN1CCOCC1	4%	1%	11%	-10%	-8%	-4%	-7	-1%	5%

Results, from the first entry:
SMILES	mIDH1 inhibitor	Vif-APOBEC3G blk	TrxR1 substrate	TrxR1 inh	Vif-A3F inh	USP1 inh	LDHA inh	Glioma ERSR ind	RGS4 inh
CC(=O)Nc1ccc(NC(=O)N(c2ccccc2)c2ccccc2)cc1	1%	4%	3%	22%	-19%	-20%	1	-9%	0%
COc1ccccc1/C=C/C(=O)OCCN1CCOCC1	4%	1%	11%	-10%	-8%	-4%	-7	-1%	5%
O=C(NNC(=O)C1CCCCC1)c1cnccn1	4%	4%	5%	14%	0%	-11%	6	0%	1%
O=C(NCCNC(=O)c1ccccc1F)c1ccccn1	0%	3%	6%	29%	6%	-16%	-3	-3%	3%
Cc1cccc(CCNC(=O)C2CCN(S(=O)(=O)N3CCOCC3)CC2)c1	9%	-1%	-7%	0%	-4%	-2%	-6	-2%	2%
O=[N+]([O-])c1ccc(Oc2ccc(S(=O)(=O)N3CCOCC3)cn2)cc1	-1%	0%	-9%	-9%	-2%	-13%	-10	-6%	1%
COc1ccc(CCNC(=O)C2CCN(C(=O)c3cccs3)CC2)cc1	0%	1%	-2%	-2%	-17%	-21%	-7	-3%	1%
CCC(=O)Nc1nnc(S(=O)(=O)N(C)c2ccccc2)s1	5%	0%	0%	-6%	3%	-14%	1	-6%	-6%
COc1cc(NC(=O)c2cc(-c3ccc(Cl)c(Cl)c3)on2)cc(OC)c1OC	3%	1%	-1%	-5%	0%	-24%	2	-4%	8%
Cc1ccc(CN2CCN(Cc3ccon3)CC2CCO)cc1 (stereo not given)	-5%	3%	-2%[57.1 µM]	-2%[57.1 µM]	-10%	-8%	-15	-3%	9%
O=C(Cc1ccc([N+](=O)[O-])cc1)Nc1ccc2c(c1)OCO2	-4%	2%	-3%[57.1 µM]	4%[57.1 µM]	0%	-17%	-5	-3%	14%
CCOc1ccc(OCc2ccc(C(=O)N3CCCC(C)C3)cc2)cc1 (stereo not given)	11%	4%	-9%	-5%	-1%	-12%	2	-4%	16%[11.4 µM]
CC1=C(C(=O)OCc2ccccc2)C(c2ccc(-c3ccccc3)cc2)NC(=O)N1CCCCCC(=O)O (stereo not given)	-6%	-12%	7%[57.1 µM]	11%[57.1 µM]	4%	-33%	-16	-3%	-3%
COc1cc(NC(=S)N2CCN(c3ccccn3)CC2)c(OC)cc1Cl	1%	-11%	-4%	-12%	-6%	-8%	-6	1%	?
COC(=O)COc1ccc(C2C(C(=O)OC)=C(C)NC3=C2C(=O)c2ccccc23)cc1OC (stereo not given)	0%	-4%	-1%	13%	-5%	-28%	-15	-11%	-22%
COc1ccc2c(c1)sc(=NC(=O)CS(=O)(=O)c1ccc(F)cc1)n2C	-1%	1%	-1%	4%	-27%	-22%	-4	0%	-3%
Cc1nc2cc(C(=O)OCC(=O)NC(C)C(C)C)ccc2n1-c1ccccc1 (stereo not given)	2%	-1%	2%	4%	-1%	-19%	-2	3%	-7%
Cn1c(-c2ccc(F)cc2)cnc1SCC(=O)NCc1ccco1	-4%	-3%	15%[57.1 µM]	-17%[57.1 µM]	0%	-19%	-1	-3%	2%
O=C(COC(=O)CCC1CCCC1)Nc1nc2c(F)c(F)c(F)cc2s1	-9%	-4%	4%	24%	-7%	-16%	-6	-4%	-7%
COc1cc(OC)cc(-n2nnnc2SCC(=O)NCc2ccc3c(c2)OCO3)c1	5%	0%	10%[57.1 µM]	35%[57.1 µM]	0%	-14%	-6	-3%	-18%
COC(=O)c1ccc(NC(=O)N2CCN(Cc3cc(=O)n4nc(-c5ccc(C)cc5)sc4n3)CC2)cc1	3%	1%	8%[57.1 µM]	35%[57.1 µM]	-3%	-24%	-8	2%	8%
COc1cc(CC(=O)Nc2nc(-c3ccc(F)c(F)c3)cs2)cc(OC)c1OC	-2%	-8%	-11%	2%	-24%	-11%	2	-3%	-2%
Cc1nc2ncnn2c(N2CCN(c3cccc(C(F)(F)F)c3)CC2)c1C	10%	2%	-10%	-3%	1%	-13%	-4	-4%	-30%
CC(NC(=O)C(=O)NN=C1CCC(C(C)(C)C)CC1)c1ccccc1 (stereo not given)	6%	-2%	-3%	-6%	3%	-10%	1	-1%	7%
O=C(CCS(=O)(=O)c1cc(Br)cc2c1N(C(=O)C1CC1)CC2)NCc1ccco1	0%	2%	8%[57.1 µM]	-1%[57.1 µM]	-1%	-18%	2	-6%	7%

New compounds follow
SMILES	mIDH1 inhibitor	Vif-APOBEC3G blk	TrxR1 substrate	TrxR1 inh	Vif-A3F inh	USP1 inh	LDHA inh	Glioma ERSR ind	RGS4 inh
CNc1nc(Nc2ccccc2)nc(OCC(F)(F)F)n1	-6%	1%	2%[57.1 µM]	-1%[57.1 µM]	-7%	4%	-2	-3%	6%
O=C(Nc1nc(-c2cccs2)cs1)c1ccc([N+](=O)[O-])o1	-1%	?	-2%	-18%	2%	-27%	-3	6%	-14%
Cc1cc(NC(=O)COC(=O)C2CC(=O)N(c3cccc(C)c3C)C2)no1 (stereo not given)	-6%	-1%	11%[0.0914 µM]	18%[57.1 µM]	7%	-11%	-7	-3%	-1%
CS/C(N)=N/S(=O)(=O)c1ccc(NC(C)=O)cc1	-4%	2%	1%[2.29 µM]	9%[2.29 µM]	0%	-22%	-2	-12%	14%
CCc1ccc(-c2ccc(C(=O)O)cc2)nc1	0%	-1%	-3%	-3%	-3%	-6%	-7	4%	27%
CN(CC(=O)Nc1ccc(F)c(F)c1)S(=O)(=O)c1cccc2nsnc12	1%	3%	-5%[57.1 µM]	7%[57.1 µM]	-2%	-19%	-4	1%	-8%[11.4 µM]
N#C/C(=C/c1cn(-c2ccccc2)nc1-c1cccc(OCc2ccc(F)cc2)c1)C(=O)NCCCn1ccnc1	-2%	-4%	1%	12%	-5%	-1%	-11	0%	3%
O=C(CN1C(=O)c2ccccc2S1(=O)=O)Nc1ccccn1	-19%	-4%	3%[57.1 µM]	14%[57.1 µM]	6%	-15%	-6	-3%	-10%
COc1cc(-c2nnc3sc(Cc4ccc(Cl)cc4)nn23)cc(OC)c1OC	0%	-10%	-9%	-18%	1%	-30%	-6	1%	-46%
COc1ccc(-c2noc(CSc3nc4ccccc4c(=O)n3-c3ccc(C)cc3)n2)cc1	-1%	2%	-5%	6%	3%	-10%	0	-1%	0%
CN=C1S/C(=C\c2cn(CC(=O)OC)c3ccccc23)C(=O)N1C	1%	0%	5%[57.1 µM]	-3%[57.1 µM]	10%	-8%	-1	-1%	?
CCc1nnc(NC(=O)CSc2nnc(C3CCCCC3)n2-c2cccc(Cl)c2)s1	6%	-5%	-4%	-13%	-6%	-13%	7	-6%	-5%
Cc1cc([N+](=O)[O-])ccc1NCc1ccco1	0%	2%	0%	25%	2%	-20%	-5	-3%	-4%
O=C(CN1CCC(O)(c2ccc(F)cc2)CC1)NCc1ccc(F)cc1	-1%	3%	-4%	13%	-4%	3%	-4	-3%	-12%
CCn1c2ccccc2c2nnc(N3CCN(c4cc(C)ccc4C)CC3)nc21	-16%	1%	28%	30%	6%	34%[activator]	-7	-2%	-2%
COc1ccc(C(=O)N2CCC(c3c[nH]c4ccccc34)(c3c[nH]c4ccccc34)CC2)cc1	0%	4%	-1%	19%	4%	-31%	-6	-4%	-27%
CCn1c(SCC(=O)NCC2CCCO2)nc2cc(S(=O)(=O)N3CCCCC3)ccc21 (stereo not given)	-8%	-5%	6%[57.1 µM]	-12%[57.1 µM]	4%	-20%	-6	-3%	28%
CCOC(=O)c1[nH]c(C)c(CCC(=O)Nc2cccc(SC)c2)c1C	4%	-2%	-1%[57.1 µM]	19%[57.1 µM]	-1%	9%	-7	-3%	5%
C/C(=N\NC(=O)Cc1ccc(Cl)cc1)c1ccc(F)cc1	-3%	1%	-2%	20%	1%	-5%	-8	-4%	21%
CCCCC(=O)Nc1ncc(Br)s1	0%	2%	-2%	1%	0%	-12%	4	2%	-41%
COc1ccc(S(=O)(=O)N2CCC(C(=O)NC3CC(C)(C)NC(C)(C)C3)CC2)cc1	-2%	-9%	7%	17%	-12%	-16%	-5	-2%	0%
Cc1c(C(=O)N2CCC(C)CC2)c(S(=O)(=O)N(Cc2ccccc2)C(C)(C)C)c(C)n1C	0%	-2%	0%[57.1 µM]	-1%[57.1 µM]	0%	-2%	-7	-1%	8%
COc1ccccc1NC(=S)NC(=O)CC(C)C	3%	-4%	8%	-14%	3%	-12%	-3	-2%	-35%
NC(=O)c1ccsc1NC(=O)c1nc(-c2ccccc2)n(-c2ccccc2)n1	5%	6%	11%	12%	-2%	-23%	1	0%	-26%
O=C(NCC1CCCN1S(=O)(=O)c1cccs1)c1ccc(Cl)cc1 (stereo not given)	-2%	1%	-4%[57.1 µM]	-1%[57.1 µM]	-6%	-7%	-3	2%	2%
